# SSB-PriA inh: blocks PriA binding to SSB C-terminal tail; AID 1272365; 0.6% of 430,000 active; AlphaScreen SSBct-PriA binding, biotinylated peptide; inhibition, % at 33 µM; in the data active means inhibition mostly above about 37%, no sharp cut-off; inactive means mostly below about 20%;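 further: plate controls were negative control peptide for no effect and reference peptide for full effect; strong numbers were not always called active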
# VHR inh abs: inhibitors of human VHR1 phosphatase (DUSP3); recombinant VHR phosphatase, pNPP absorbance; inhibition, % at 13.3 µM; 0.52% of 290,000 active; in the data active means inhibition above about 50%; further: some compounds called inactive have numbers as strong as hits
# PrPC TRFRET: reduces human prion protein on the cell surface; AID 720596; 0.43% of 370,000 active; cell surface PrPC, TR-FRET read-out; P04156; inhibition, % at 13.8 µM; in the data active means inhibition above about 24%; further: 0% = median of the test wells and 100% = reference compound wells
# Rv3671c protease: Rv3671c (M. tuberculosis) protease inhibition. 0.048% of 320,000 active. P9WHR9. inhibition, % at 5.96 µM; in the data active means inhibition above about 38%;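 further: extracellular domain of Rv3671c used as enzyme; 0% = enzyme with DMSO and 100% = no enzyme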
# BoNT F protease: blocks Botulinum neurotoxin F light chain protease; AID 588497; 0.22% of 360,000 active; inhibition, % at 10 µM; Multiplex microsphere protease cleavage assay, flow cytometry; in the data active means inhibition above about 35%, passing the limit was not always enough; inconclusive means no clear call, values can overlap the other calls; further: plate controls were buffer without enzyme for full effect and enzyme alone for no effect
# 3CLpro inhibitor: SARS-CoV 3CLpro protease inhibition. P0C6X7. recombinant SARS-CoV 3CLpro, quenched FRET peptide cleavage. inhibition, % at 6 µM. 0.14% of 290,000 active. AID 1706; in the data active means inhibition above about 12%
# MazEF act: increases E. coli MazEF RNase cleavage of RNA. P0AE70. FAM/BHQ RNA-DNA oligo cleavage fluorescence, 5 h. activation, % at 20 µM. 0.32% of 350,000 active. AID 504720; in the data active means activation above about 50%
# Target sequence (P0AE70 whole entry, looked up): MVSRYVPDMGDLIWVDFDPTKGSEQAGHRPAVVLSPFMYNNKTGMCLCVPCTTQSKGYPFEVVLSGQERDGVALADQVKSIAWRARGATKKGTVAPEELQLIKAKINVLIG
# CCHF vOTU inh: blocks the CCHF virus ovarian tumor domain protease | 0.55% of 370,000 active | inhibition, % at 11.5 µM | CCHFV vOTU protease, Pep-AMC fluorescence; in the data active means inhibition above about 30%; further: 0% = vehicle wells with enzyme and 100% = no enzyme wells
# BoNT A protease: blocks Botulinum neurotoxin A light chain protease | 0.17% of 360,000 active | AID 588499 | inhibition, % at 10 µM | multiplex microsphere protease substrate cleavage, flow cytometry; further: plate controls were buffer without enzyme for full effect and enzyme alone for no effect
# Anthrax LF prot: anthrax lethal factor protease inhibition. P15917. multiplex microsphere protease cleavage assay, LF. inhibition, % at 10 µM. 0.12% of 360,000 active. AID 588501; further: plate controls were buffer without enzyme for full effect and enzyme alone for no effect
# Target sequence (P15917 whole entry, looked up): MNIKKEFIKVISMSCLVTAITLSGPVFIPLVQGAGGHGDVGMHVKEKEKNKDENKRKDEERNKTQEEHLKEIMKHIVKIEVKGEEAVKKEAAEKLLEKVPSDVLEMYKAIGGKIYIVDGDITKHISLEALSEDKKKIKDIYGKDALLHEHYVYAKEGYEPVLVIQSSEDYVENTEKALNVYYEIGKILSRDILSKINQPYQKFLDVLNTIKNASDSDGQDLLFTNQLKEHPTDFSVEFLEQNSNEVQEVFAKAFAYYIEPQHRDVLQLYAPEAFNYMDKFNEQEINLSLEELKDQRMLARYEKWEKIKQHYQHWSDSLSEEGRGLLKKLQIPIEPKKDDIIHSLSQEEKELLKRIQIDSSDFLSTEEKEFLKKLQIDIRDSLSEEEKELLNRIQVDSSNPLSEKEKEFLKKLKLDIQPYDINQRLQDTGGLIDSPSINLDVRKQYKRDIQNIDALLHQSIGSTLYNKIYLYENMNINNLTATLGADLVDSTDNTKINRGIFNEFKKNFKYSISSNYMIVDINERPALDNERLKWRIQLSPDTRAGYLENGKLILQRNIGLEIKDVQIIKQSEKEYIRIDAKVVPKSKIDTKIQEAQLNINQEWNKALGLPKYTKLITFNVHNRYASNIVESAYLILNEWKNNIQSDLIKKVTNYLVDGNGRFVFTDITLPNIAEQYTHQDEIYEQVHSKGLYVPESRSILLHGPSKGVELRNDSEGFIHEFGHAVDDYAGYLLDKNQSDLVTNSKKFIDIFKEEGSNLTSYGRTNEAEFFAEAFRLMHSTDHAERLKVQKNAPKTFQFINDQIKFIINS
# Numbers without * were called inactive; ? = inconclusive; . = not tested or not shown; & = joins results of further samples. Unless noted, no stated cut-off is given here; in the data, active means inhibition above about 30%; inconclusive means no clear call, values can overlap the other calls; inactive means below that.
Molecule	SSB-PriA inh	VHR inh abs	PrPC TRFRET	Rv3671c protease	BoNT F protease	3CLpro inhibitor	MazEF act	CCHF vOTU inh	BoNT A protease	Anthrax LF prot
Cc1cccc(C(O)c2ncc(-c3ccccc3)[nH]2)c1C (centres undefined)	.	.	4	.	-1	.	.	-9	-0.2	-4
Cc1cccc(/C=N/n2c(-c3ccccc3)n[nH]c2=S)c1O	.	6	6	4	?	-1	5	14	-2.5	29
COc1ccccc1OCC(=O)NN=C(Cc1ccccc1)Cc1ccccc1	-5	16	2	-11	-4	-1	1	-17	-0.1	0
Cc1cccnc1C(NC(=O)C1CCN(CCOc2ccc(F)cc2)CC1)c1ccc(Cl)cc1 (centres undefined)	.	.	-1	.	-3	.	.	5	-0.6	-2
CC(C)(C)c1cc(-n2ccnc2)n2ncc(-c3ccc(Cl)cc3)c2n1	-12	-7	9	-2	-5	2	5	-4	-0.8	-1
NC(=O)CC(NC(=O)Cc1ccc(Cl)cc1)c1ccc(N2CCC(Cc3ccccc3)CC2)c([N+](=O)[O-])c1 (centres undefined)	-6	1	-4	-10	-7	2	1	-1	-0.4	-1
CCOC(=O)C1(Cc2ccc(Cl)cc2)CCN(C(C)CCn2cccn2)CC1 (centres undefined)	-7	13	-7	-2	3	-3	3	-12	-0.7	-6
Cc1cc(C)n(-c2cc(C(C)(C)C)nc3c(-c4ccc(Cl)cc4)cnn23)n1	-21&-33	21	1	-2	-20	-4	2	12	-1.2	-6
CC(C)(C)NC(=O)CSc1nnc(NC(=O)CCn2cnc3ccccc3c2=O)s1	-15	21	-3	4	-14	3	10	5	-0.7	-1
N#Cc1nc(COc2ccc(Br)cc2)oc1N1CCCCCC1	24	17	1	6	-1	-8	-6	3	-0.8	3
Cc1c(C#N)c2ccccc2n1CC(=O)NCCc1c[nH]c2ccccc12	0	25	-1	3	0	2	8	-3	0.0	-2
Cc1ccc(C(=O)COC(=O)C(C)N2C(=O)C3C4CCC(C4)C3C2=O)cc1C (centres undefined)	-1	11	3	-9	1	4	-1	-4	-2.5	-1
CCOC(=O)c1ccccc1NC(=O)COC(=O)C1CC(=O)N(c2ccc3c(c2)OCCO3)C1 (centres undefined)	-1	.	1	3	-4	.	3	-6	-2.2	4
NC(=O)CSc1nnc(-c2ccccc2Br)n1-c1cccc(C(F)(F)F)c1	0	-10	-2	-10	1	4	0	-9	0.0	-2
Oc1cccc(N2Cc3ccccc3C2)c1	1	.	.	3	-13	5	-7	.	4.7	6
CC(=O)/C(C#N)=C1\NC(=O)C(Cc2ccc(C)c(C)c2)S1 (centres undefined)	-10	34	6	-5	-1	2	12	2	0.2	-7
CCOc1ccc(NC(=O)C[n+]2ccc(N(C)C)cc2)cc1	-17	-4	5	-8	-7	1	4	15	-0.7	-1
O=c1c2ccccc2nc(-c2cccs2)n1-c1ccc2ccccc2c1	-9	3	-6	-15	7	0	-8	1	2.3	3
Cc1cccc(NC(=O)CSCC(=O)Nc2cc(Cl)ccc2N2CCN(C)CC2)c1	-5	2	-9	-8	2	2	2	0	0.2	5
CCc1ccc(Nc2n[n+](-c3ccccc3)c(-c3ccc(N(CC)CC)cc3)s2)cc1	-5	25	15	-19	-27	-6	-70	16	23	19
O=C(O)CCC(=O)Nc1ccc(-n2ccc(C(F)(F)F)n2)cc1	-17	-23	0	4	-11	-1	7	-4	-0.3	0
Cn1nc(-c2ccccc2)nc1-c1ccccc1	-20	.	2	0	-9	.	1	1	-0.5	-6
O=C(NNS(=O)(=O)c1cc(Cl)c(Cl)cc1Cl)c1cccnc1	-1	19	-6	12	-4	6	-4	-2	-0.6	-1
Oc1cccc(/C=C/c2ccc3cccc(O)c3n2)c1	20	10	-32	-9	?	8	9	17	-4.2	-2
CCc1nc(NC(C)(C)C)c2cnn(-c3ccccc3)c2n1	-9	16	-2	-15	?	-1	-5	2	-5.7	-13
O=C(O)c1ccc(N=c2oc3cc(O)ccc3cc2C(=O)NCc2ccccc2)cc1	1	2	-13	-58	-7	-1	-53	-327	-0.9	-8
CC(C)(C)C(=O)Cn1c(=O)n(CC2CCCO2)c(=O)c2ccccc21 (centres undefined)	-5	43	0	-13	6	-2	5	-15	1.3	3
Cc1c(C)c2ccc(OCC(=O)NCCN3CCOCC3)c(C)c2oc1=O	5	2	-5	2	-2	2	-2	-21	0.0	0
COC(=O)[C@H](CCSC)NC(=O)Cn1cnc2c(NCc3ccccc3)ncnc21	2	.	0	.	-4	.	3	-3	-0.6	-4
O=C(N/N=C/c1ccc(Br)o1)c1cncc(Br)c1	.	-2	3	-6	-1	5	2	5	0.1	1

# 5 structures from above, arranged by count of non-hydrogen atoms, rising.
Molecule	SSB-PriA inh	VHR inh abs	PrPC TRFRET	Rv3671c protease	BoNT F protease	3CLpro inhibitor	MazEF act	CCHF vOTU inh	BoNT A protease	Anthrax LF prot
Oc1cccc(N2Cc3ccccc3C2)c1	1	.	.	3	-13	5	-7	.	4.7	6
Cn1nc(-c2ccccc2)nc1-c1ccccc1	-20	.	2	0	-9	.	1	1	-0.5	-6
Cc1cc(C)n(-c2cc(C(C)(C)C)nc3c(-c4ccc(Cl)cc4)cnn23)n1	-21&-33	21	1	-2	-20	-4	2	12	-1.2	-6
O=C(O)c1ccc(N=c2oc3cc(O)ccc3cc2C(=O)NCc2ccccc2)cc1	1	2	-13	-58	-7	-1	-53	-327	-0.9	-8
NC(=O)CC(NC(=O)Cc1ccc(Cl)cc1)c1ccc(N2CCC(Cc3ccccc3)CC2)c([N+](=O)[O-])c1 (centres undefined)	-6	1	-4	-10	-7	2	1	-1	-0.4	-1

# Going on with the list.
Molecule	SSB-PriA inh	VHR inh abs	PrPC TRFRET	Rv3671c protease	BoNT F protease	3CLpro inhibitor	MazEF act	CCHF vOTU inh	BoNT A protease	Anthrax LF prot
O=C(COc1ccc2ccc(=O)oc2c1)c1ccccc1	1	15	-1	6	-2	4	6	-6	-1.0	3
Cc1ccc(NC(=O)Nc2ccc(S(N)(=O)=O)cc2)cc1	-4	-5	6	-9	-4	0	-12	-3	-0.7	-1
COc1ccc(Br)cc1CNC(=O)Nc1cccs1	12	19	-2	-2	-4	1	33	3	0.3	-7
CN(C)Cc1c(O)ccc2[nH]cnc12	-8	18	-2	10	-2	0	12	5	-0.3	-1
CCN(CC)S(=O)(=O)c1ccc2c(c1)nc(CCC(=O)OCc1c(C)noc1C)n2C	-9	5	0	1	-19	-1	-6	-9	0.0	-4
O=C(NCc1ccncc1)C(=O)NCC1OCCN1S(=O)(=O)c1cc(F)ccc1F (centres undefined)	-3	1	0	5	6	-7	2	8	1.7	1
CC(C)(C)NC(=O)C(c1ccccc1)N(C(=O)c1csnn1)C1CC1 (centres undefined)	-4	21	5	-2	2	0	9	4	-0.1	-6
CCOC(=O)N/N=C/c1c[nH]c2ccccc12	.	37	-6	5	-5	1	10	-10	-0.1	0
OC[C@@H]1CN(CCN2CCOCC2)C[C@H](n2cnc3c(NCc4ccc(F)cc4)ncnc32)O1	.	.	-2	.	6	.	.	-9	1.0	5
O=C(N/N=C1\CC2CC=CC12)c1ccc(Br)cc1 (centres undefined)	.	28	6	0	-3	8	-2	-7	-1.0	0
COc1cc(/C=N/O)cc(Br)c1OCc1cccc(Cl)c1	.	-8	1	-10	-6	4	-4	14	-0.1	-2
CCOc1ncccc1C(=O)OCC(=O)NC(=O)c1ccccc1	-13	.	3	1	2	.	0	-12	-1.5	0
COc1ccc(CN2CCSCC2)cc1O	3	5	-1	-10	10	2	5	15	0.7	-1
CCOC(=O)c1c(C)[nH]c(C)c1C(=O)COC(=O)[C@@H](NC(=O)c1ccccc1OCC)C(C)C	-1	2	7	-1	-3	-1	-5	-1	-2.3	-4
O=C(NC(Cc1ccccc1)C(=O)O)C1CCN(S(=O)(=O)c2cccc(C(F)(F)F)c2)CC1 (centres undefined)	16	2	1	-1	-8	4	-3	11	1.1	-8
Cc1ccc(C)c(NC(=O)c2ncn[nH]2)c1	4	20	5	11	-1	-6	-4	3	0.1	-4
O=C(O/N=C/c1ccc2c(c1)OCO2)c1ccc([N+](=O)[O-])cc1	.	6	2	5	-8	-5	7	13	-0.5	-4
Cc1cc2nc(NC(=O)C3(C)CCN(C)C3)[nH]c2cc1C (centres undefined)	.	.	-9	.	-6	.	.	-1	0.0	-3
CN(C(=O)Oc1cccc2cccnc12)c1ccccc1	7	8	3	-3	2	0	4	1	0.9	4
COCc1[nH][nH]c(=O)c1C=Nc1ccc(Cl)cc1	-4	20	11	2	2	5	-5	19	0.1	1
O=c1c(-c2ccc(Oc3ccccc3)cc2)[n+]([O-])c2ccccc2n1OCc1ccccn1	9	16	-10	1	-5	-1	-13	-7	-0.7	-16
CN(CC(=O)NC1CCCCCC1)S(=O)(=O)c1ccc(F)cc1	-1	31	7	-2	14	-4	1	-7	2.7	2
COc1ccc(NS(=O)(=O)NC(=O)c2c(C)n(C)c3ccccc23)cc1	6	-6	5	7	-8	6	1	0	-0.6	-4
N#CC1(c2c(O)nc3n(c2=O)CCCS3)CCCCC1	-8	18	7	4	6	1	2	1	0.2	1
CCc1[nH]nc2c1C1(CCN(C(=O)OCc3ccccc3)CC1)C(C#N)=C(N)O2	11	0	-2	-11	5	7	3	0	-0.8	-4
Cc1ccc(N(C)C(=O)C2CCN(S(=O)(=O)c3ccc4c(c3)oc(=O)n4C)CC2)cc1	-9	25	3	-2	-3	2	11	-4	-0.8	-1
Cc1nnc(NC(=O)CSc2ncnc3c2cnn3-c2ccccc2C)s1	-8	25	0	-11	4	-4	-1	5	-0.2	-1
Cc1cc(=O)oc2cc(OCC(=O)NC3CCN(Cc4ccccc4)CC3)c(Cl)cc12	3	-2	2	-3	-4	-5	9	-5	-1.3	-2
Cc1onc(-c2c(F)cccc2Cl)c1C(=O)NC(=S)Nc1c(C)n(C)n(-c2ccccc2)c1=O	-11&9	35	9	-7	-2	-2	0	11	0.1	-6
COc1ccc(S(=O)(=O)c2ccccc2)cc1NS(=O)(=O)c1cccc(C(=O)O)c1	-11	.	1	0	-3	.	4	1	-0.4	6
CN1CCC(=O)N([C@H](CN=[N+]=[N-])c2ccccc2)CC1	-5	9	-2	-8	4	-2	2	4	-0.1	-5
CCOc1cc(C#N)ccc1OCC(=O)NNC(=O)CC1CCS(=O)(=O)C1 (centres undefined)	-13	.	4	.	-4	.	3	-10	3.5	-2
Cc1ccc(CC2CC(=O)N(Cc3ccco3)C2=O)cc1 (centres undefined)	3	19	1	-4	9	2	0	-7	1.1	-1
O=C(C[n+]1ccccc1)N/N=C/c1ccccc1F	.	12	-3	-1	-3	-1	7	0	-0.1	3
COC(C(=O)Nc1cc([N+](=O)[O-])ccc1C)c1ccccc1 (centres undefined)	5	21	-12	0	1	-1	0	-17	-0.5	-2
O=c1oc2ccc([N+](=O)[O-])cc2c(N2CCOCC2)c1[N+](=O)[O-]	.	12	-10	-1	.	-1	.	11	.	.
O=C1OC(Cc2ccncc2)C(O)=C1C1=NCCCN1 (centres undefined)	-8	-4	-6	2	-5	-7	3	12	-0.2	0
COc1cc(C(O)c2nc(-c3cccc(C(C)C)c3)cs2)ccc1F (centres undefined)	.	.	8	.	8	.	.	24	-0.2	-5
COc1ccc(OC)c(S(=O)(=O)Nc2cccc(O)c2)c1	3	.	5	5	?	.	1	-2	1.7	25
O=C(c1c(O)cc(O)cc1O)C1c2c(cc(O)c3c2O[C@H](c2ccc(O)cc2)[C@@H](O)C3)OC1c1ccc(O)cc1 (some centres undefined)	11	.	-1	-30	7	.	4	10	0.9	3
CCOC(=O)CCc1c(C)c2ccc(OCC(=O)N(CC)CC)c(C)c2oc1=O	-2	17	-1	4	-5	-2	12	-40	-0.4	-3

# Source: PubChem (several laboratories)

# A portion of the library; rates above refer to the full screens.
